a7 integrin act: qHTS for Activators of Integrin-Mediated Alleviation for Muscular Dystrophy. alpha7betagal myoblasts, beta-gal FDG fluorescence, 48 h. Potency, µM (top dose mostly 38.3 µM), without a hit: top-dose activation, actives largely listed as activators. 0.064% of 350,000 active;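 note: potency is the fitted concentration of half-maximal effect; 100% = response of the positive control SU9516; nearly all actives have a fitted effect of over 60% in size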
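alpha7betagal+/- myoblasts (passage 13, 250/well) treated 48 h at 37C with compounds at 1:260 dilution of DMSO stock. Lysed, then beta-galactosidase activity read as FDG fluorescence (ex 480/em 540) after 30 min, with pre-read for autofluorescence.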
p53 reactivator: qHTS assay for re-activators of p53 using a Luc reporter | H1299 p53-A138V BP100-luciferase reporter, luminescence, 24 h | AID 504706, 2011 | 0.063% of 320,000 active | Potency, µM (doses to about 92.2 µM), for inactives: top-dose activity change, positive = activation, hits mostly activators; note: potency is the fitted concentration of half-maximal effect; % of control where 0% means no effect; nearly all actives have a fitted effect of over 45% in size
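H1299 (p53-null), stable ts p53-A138V + BP100-Luc; 1000 cells/well, Opti-MEM/10% FBS; cpd 4 pt, 1:5; 24 h, 37 deg C, 5% CO2; detection reagent 10 min RT; luminescence.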
MLL CXXC-DNA inh: qHTS Fluorescence Polarization Assay for Inhibitors of MLL CXXC domain - DNA interaction; Histone-lysine N-methyltransferase 2A (Homo sapiens), Q03164; MLL-CXXC / FITC-HOXA9 DNA fluorescence polarization; Potency, µM (titrated, usually from 115 µM), without a hit: at the highest dose activity change, negative = inhibition, hits mostly inhibitors; 0.037% of 290,000 active; active = well fitted inhibition curve with a large enough effect in the polarisation, with a control signal flat, not every such curve was filed as active; inconclusive = small, poorly fitted or top-dose-only effect, or effect the other way, or a change in a side signal; inactive = no such curve, though single readings can be large or run the other way; the % refers to the polarisation; note: potency is the fitted concentration of half-maximal effect
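Purified MLL-CXXC (added from a 7 uM solution) was preincubated 5 min at ambient with pinned compounds in 50 mM Tris-HCl pH 7.5, 50 mM NaCl, 1 mM DTT, 0.05% BSA. Fluorescein-labeled HOX-A9 DNA (50 nM solution) followed, 30 min, then polarization read.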
TRPV1 ag: HTS Assay for Compounds that Act as Agonists of the Vanilloid Receptor 1. Transient receptor potential cation channel subfamily V member 1 (Homo sapiens), Q8NER1. TRPV1-expressing cells, Fluo-8 calcium influx, agonist mode. activation, % at 8.33 µM. 0.19% of 320,000 active. AID 540275, 2011; in the data active = activation above about 80%; inconclusive = between about 30% and that limit; note: 0% is about no effect
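TRPV1-expressing cells were cultured overnight at 35.5C and loaded with Fluo-8 calcium dye for 40 to 90 min at room temperature. After a 10 s baseline, compound was added and calcium influx was read kinetically for 3 min (ex 480/em 520 nm).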
TCR act: Activators of T cell receptors: qHTS campaign; primary human leukocytes, anti-CD3, IL-2 HTRF, 48 h; Potency, µM (top dose mostly 9.22 µM), inactives show at the highest dose activation of IL-2 secretion, usual class: activators; 330,000 tested, under 10 active; note: % of control where 0% means no effect
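Activity was scored as IL-2 release from primary human leukocytes given only a TCR signal (a-CD3 beads) plus compound for 48 hr. Detection used a two-antibody HTRF format read at 665nm.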
BRCA1 expr up: qHTS Assay to Identify Small Molecule Activators of BRCA1 Expression; MCF7-BRCA1-FFLuc reporter, luminescence, 48 h; response scale: scaled: vehicle 0%, 10 µM genistein 100%; Potency, µM (highest dose often 46.1 µM), inactives show top-dose activation, usual class: activators; 1.1% of 380,000 active; AID 624202, 2012; note: potency is the fitted concentration of half-maximal effect; nearly all actives have a fitted effect of over 80% in size; some results filed as inactive show a strong effect at the top dose
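MCF7-BRCA1-FFLuc, 2000 cells/well; 2 h attach, 37 °C/5% CO2; compound 48 h; luciferase substrate 15 min; luminescence end-point. Norm. to genistein 10 microM max activation and DMSO; concentration-response curves fitted.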
AT treatment: qHTS Assay for Identifying a Potential Treatment of Ataxia-Telangiectasia | […] A-T fibroblasts, KAP-1 phosphorylation AlphaLISA; neocarzinostatin DNA damage 30 min before lysis | Potency, µM (top dose mostly 57.5 µM), for the others: top-dose activation, hits mostly activators | 0.19% of 320,000 active | AID 485349, 2010; note: potency is the fitted concentration of half-maximal effect; % of control where 0% means no effect; nearly all actives have a fitted effect of over 45% in size
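ATM-like activity read as KAP-1 phosphorylation via AlphaLISA donor/acceptor antibody pairs after lysis and 6 hr at 25C. Cells were ATM-null patient fibroblasts ([…], hTERT), dosed 60 min, then exposed to the DSB inducer NCS for 30 min.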
B2AR arrestin: qHTS assay of beta-arrestin-biased ligands of beta2-adrenergic receptor; Beta-2 adrenergic receptor (Homo sapiens), P07550; beta-arrestin recruitment to beta2AR, cell-based reporter; Potency, µM (doses to about 46.1 µM), for the others: top-dose activation, most hits filed as activators; 0.02% of 330,000 active; AID 492947, 2010;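 note: potency is the fitted concentration of half-maximal effect; 0% = DMSO controls and full agonism = EC100 isoproterenol or metaproterenol; nearly all actives have a fitted effect of over 65% in size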
Target sequence (P07550 whole entry, looked up): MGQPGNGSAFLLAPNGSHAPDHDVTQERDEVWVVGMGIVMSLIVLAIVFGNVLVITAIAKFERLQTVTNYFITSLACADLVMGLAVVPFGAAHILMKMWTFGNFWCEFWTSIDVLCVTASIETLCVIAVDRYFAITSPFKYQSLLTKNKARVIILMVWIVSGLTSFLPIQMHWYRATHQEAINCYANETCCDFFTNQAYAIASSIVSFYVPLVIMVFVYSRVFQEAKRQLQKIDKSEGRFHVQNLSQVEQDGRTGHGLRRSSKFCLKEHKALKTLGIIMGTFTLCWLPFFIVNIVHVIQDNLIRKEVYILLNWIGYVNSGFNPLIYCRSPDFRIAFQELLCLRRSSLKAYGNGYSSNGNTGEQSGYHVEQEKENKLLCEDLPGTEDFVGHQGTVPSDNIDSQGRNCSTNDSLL
ELG1 DNA repair: qHTS screen for small molecules that inhibit ELG1-dependent DNA repair in human embryonic kidney (HEK293T) cells expressing luciferase-tagged ELG1; HEK293T ELG1-luciferase reporter, luminescence, 16 h; DNA damage induced by 5-fluorouridine; Potency, µM (doses to about 46.1 µM), inactives show at the top dose activity change, negative = inhibition, usual class: inhibitors; 2.3% of 330,000 active; AID 504467, 2011; note: potency is the fitted concentration of half-maximal effect; % is set by controls: 0 for no effect and ±100 for the full control effect; nearly all actives have a fitted effect of over 55% in size
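Reporter activity after DNA damage by 5-fluorouridine is monitored. Compound-treated cells incubate 16 hr at 37 °C, then ONE-Glo is added for 30 min before luminescence reading.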
PTAP TSG101 blk: qHTS Assay for Iinhibitors of HIV-1 Budding by Blocking the Interaction of PTAP/TSG101. Tumor susceptibility gene 101 protein (Homo sapiens), Q99816. Fluorescence polarization, FITC-PTAP peptide / Tsg101 binding. 340,000 tested, under 10 active. Potency, µM (titrated, usually from 115 µM), for inactives: at the highest dose activity change, negative = inhibition, actives largely listed as inhibitors. AID 493005, 2010; active = well fitted inhibition curve with a large enough effect in the main read-out, with a control signal flat, not every such curve was filed as active; inconclusive = small, poorly fitted or top-dose-only effect, or effect the other way, or a change in a side signal; inactive = no such curve, though single readings can be large or run the other way; note: potency is the fitted concentration of half-maximal effect; % of control where 0% means no effect
Target sequence (Q99816 whole entry, looked up): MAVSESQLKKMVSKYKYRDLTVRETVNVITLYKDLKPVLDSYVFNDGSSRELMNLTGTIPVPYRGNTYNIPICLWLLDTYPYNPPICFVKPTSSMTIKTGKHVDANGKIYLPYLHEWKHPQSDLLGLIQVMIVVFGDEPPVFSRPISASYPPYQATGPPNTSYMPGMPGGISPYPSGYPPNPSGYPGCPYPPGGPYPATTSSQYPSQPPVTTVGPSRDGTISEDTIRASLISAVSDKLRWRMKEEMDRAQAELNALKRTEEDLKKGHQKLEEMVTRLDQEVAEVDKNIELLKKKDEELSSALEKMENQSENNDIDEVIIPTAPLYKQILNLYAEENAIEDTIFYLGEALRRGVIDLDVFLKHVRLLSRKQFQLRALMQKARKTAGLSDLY
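Fluorescence anisotropy tracks displacement of a FITC-tagged PTAP peptide (50 nM) from the Tsg101 binding domain (10 uM), following a 20 min room-temperature incubation at pH 7.5.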
* marks the source's active call; other numbers are inactive results; ? = inconclusive; / = not tested or not shown; & = joins results of further samples; [ ] = dose if it differs, or a comment. Unless noted, calls come from the whole dose curve; as a rule, active = well fitted curve in the direction sought with a large enough effect; inconclusive = small, poorly fitted or top-dose-only effect, or another doubt; inactive = no such curve, though single readings can be large; an effect the other way counts as inactive or inconclusive.

SMILES	a7 integrin act	p53 reactivator	MLL CXXC-DNA inh	TRPV1 ag	TCR act	BRCA1 expr up	AT treatment	B2AR arrestin	ELG1 DNA repair	PTAP TSG101 blk
O=[N+]([O-])c1ccc(Cl)cc1C=NNc1ccccn1	3.7%	/	/	/	7.3%	-80.6%	/	/	/	0.9%
COc1ccccc1NCC(=O)N/N=C(\C)c1ccc(Br)s1	-9.9%	-6.6%	-2.0%	9.9	1.7%[46.1 µM]	-31.0%	-0.7%	-1.9%	10.6%	-4.6%
O=S(=O)(NCC(c1ccco1)N1CCc2ccccc21)c1ccccc1 (configuration not stated)	-8.3%	-0.4%	/	0.6	0.2%	-44.8%	-1.5%	-0.6%	?	-1.5%
CC1CCN(c2ccc3nnc(CCC(=O)Nc4cccc(F)c4)n3n2)CC1	?	-10.1%	0.9%	1.6	-4.0%	-0.6%	34.4%	0.0%	-1.4%	-1.9%
CC(=O)/C(C[N+]1(C)CCCCC1)=N\O	-17.1%	6.2%	0.9%	-0.1	-4.1%	-3.4%	4.9%	-0.4%	5.8%	-0.9%
CSc1ccccc1NC(=O)CSCc1ccccc1Br	7.8%	12.3%	-1.7%	21.7	0.6%	-2.6%	5.4%	-0.1%	-0.2%	2.5%
COc1ccc(-c2noc(-c3ccccc3C(=O)Nc3cccnc3)n2)cc1	-19.0%	8.3%	3.9%	0.8	1.6%	33.3%	2.9%	-0.1%	?	-2.6%
COc1ccc(/C=c2\s/c(=C(/C#N)C(=O)NCc3ccco3)n(-c3ccccc3)c2=O)cc1	4.5%	-0.4%	7.6%	-7.9	-8.5%[46.1 µM]	-23.6%	-4.9%	1.2%	-5.4%	4.5%
O=C(C1CC1)N1N=C(c2ccc(Cl)cc2)CC1(O)C(F)(F)F (configuration not stated)	-31.1%	-0.8%	13.2%	3.6	10.8%	6.3%	-2.9%	-0.1%	0.1%	-1.3%
COc1ccc(S(=O)(=O)N(C)C[C@H]2Oc3ccc(NC(=O)C4CCCCC4)cc3C(=O)N([C@H](C)CO)C[C@@H]2C)cc1	-0.8%	7.2%	/	/	2.0%	0.0%	-0.3%	2.7%	-9.0%	-4.2%
COc1ccc2nc(SCCC(=O)O)cc(C)c2c1	-1.5%	1.0%	0.0%	-2.8	-3.3%	6.2%	1.3%	0.4%	7.9%	-6.4%
Cc1ccc(NC(=O)C2C3C=CC4(O3)C2C(=O)N(CCCN2CCCCC2)C4C(=O)NC2CCCCC2)cc1Cl (configuration not stated)	-41.9%	-4.9%	3.2%	1.2	7.8%	-40.2%	-1.9%	-1.1%	21.2%	0.0%
COc1ccc(-c2ccc(/C=N/NC(=O)Cc3nnc(N)s3)o2)cc1Cl	9.9%	0.9%	13.2%	-3.9	-1.2%	-10.7%	0.6%	-0.2%	15.1%	-1.4%
CCOc1ccc2nc(NC(=O)CN3CCN(CC)CC3)sc2c1	-34.9%	?	1.6%	-3.9	4.6%	15.6%	-2.5%	0.0%	1.6%	0.8%
O=C(COc1cc(F)ccc1[N+](=O)[O-])Nc1cccc(Br)c1	2.2%	0.6%	-2.2%	1.3	3.9%	0.0%	1.9%	-0.3%	?	-0.9%
COc1ccc(CC(=O)Nc2ccc3c(c2)OCO3)cc1S(=O)(=O)N1CCOCC1	21.9%	9.0%	2.3%	-3.1	-7.2%	-9.6%	-0.7%	-0.3%	3.5%	-4.8%
CNc1sc(C(=O)c2cccs2)c(N)c1-c1nc2ccccc2s1	6.3%	?	-5.3%	1.1	-1.6%	36.0%	11.1%	?	?	-3.2%
Cc1cc(CNCc2c(C(=O)N3CCCCCCC3)nc3ccc(Cl)cn23)nn1C	-34.9%	-2.2%	-26.5%	1.9	-2.2%	2.0%	2.6%	-0.1%	-2.8%	-4.5%
COc1ccc(Br)cc1CNC(=O)C1CCN(S(=O)(=O)N2CCCCC2)CC1	-55.7%[inhibitor]	-4.7%	2.1%	-3.1	1.4%	-11.8%	-0.1%	7.5%	?	-5.2%
O=C(c1ccco1)N1CCN(C(=O)c2ccc(COc3ccc4c(c3)CCC4)o2)CC1	-30.4%[inhibitor]	3.3%	3.2%	28.3	-1.2%	?	0.7%	0.2%	?	-5.5%
CCSc1nc2ccccc2[nH]1	?	3.7%&0.9%	-13.2%&8.8%	-0.4&-3.0	2.2%	0.2%&-1.1%	4.4%&-2.5%	0.0%&0.0%	22.8%&14.4%	-0.4%&0.6%
CC(=O)OCc1c(C(F)(F)F)nn(C)c1Sc1ccccc1	17.3%	5.2%	-0.1%	11.0	0.1%	-4.7%	6.7%	-0.2%	-5.0%	-4.8%
CC(C)NC(=O)CC(=O)N/N=C/c1c(F)cccc1Cl	15.6%	12.0%	-5.3%	1.8	-1.6%	-10.5%	-1.0%	0.0%	-4.1%	0.1%
COc1cccc(/C=C/C(=O)OC(C)C(=O)Nc2c(C)n(C)n(-c3ccccc3)c2=O)c1 (configuration not stated)	0.0%	4.7%	13.7%	-5.0	-3.8%	-22.5%	3.3%	-0.3%	-12.5%	0.4%
CCOC(=O)C1CCCN(C(=O)c2csc(-c3ccc4c(c3)CCO4)n2)C1 (configuration not stated)	?	5.0%	43.7%[activator]	?	-0.1%	2.2%	4.2%	-0.9%	?	-0.1%
CCOc1ccc(NC(=O)CCc2c(C)nn(-c3ccc(N4CCCCC4)nn3)c2C)cc1	-3.3%	?	7.9%	-0.3	10.4%	11.2µM*	-0.5%	0.4%	?	-4.3%
Cc1ccc(NC(=O)CSc2nc3ccccc3c3nc4ccccc4n23)cc1	-22.3%[7.66 µM]	-11.6%	0.0%	-2.6	0.2%	-85.7%	-0.9%	-2.3%	9.7%	-2.4%
Cc1[nH]n(-c2ccc([N+](=O)[O-])cc2)c(=O)c1C=NCCN1CCN(C(=O)c2ccc(Br)cc2)CC1	-10.3%	0.7%	0.5%	-3.2	-1.0%	-0.5%	-2.2%	0.1%	?	-11.7%
C#CCOCCOCCOCCNc1nc(N2CCN(C(=O)CCCCCCCCCCNC(=O)[C@@H](CCSC)n3cc(CCO)nn3)CC2)nc(N2CCN(C(=O)CCCCCCCCCCNC(=O)[C@@H]([C@H](C)O)n3cc(C)nn3)CC2)n1	-5.3%	3.6%	/	0.9	-5.8%	-36.6%	8.2%	-1.0%	?	0.2%
CCN1CCc2nc(N)oc2CC1	/	-3.5%	8.7%	-5.2	3.2%	10.4%&0.0%	-8.0%	0.0%	?	-5.9%
Cc1nc2ccc(C(=O)O)cc2c2c1CC(C)S2 (configuration not stated)	-10.8%	-11.3%	8.9%	1.8	1.1%	5.4%	1.2%	-0.3%	7.4%	-3.5%
COc1ccc(-c2nnn(CC(=O)NC3CCCc4ccccc43)n2)cc1OC (configuration not stated)	-27.8%	-2.4%	-0.9%	-1.1	0.5%	-19.8%	17.1%	-1.1%	?	3.9%
Nc1cc(OC(=O)c2cccs2)nn1S(=O)(=O)c1ccc(F)cc1	13.5%	3.7%	256.1%[activator]	2.2	3.9%	-11.1%	0.9%	-0.5%	-15.4%	-3.8%
COc1ccc(-n2nnnc2SCC(=O)NCCc2ccccc2)cc1OC	16.0%	/	25.0%	6.6	-6.8%	-1.7%	/	0.0%	/	1.4%
O=C(C1=C(O)C(=O)N(c2ncccn2)C1c1ccc(Cl)c(Cl)c1)c1ccco1 (configuration not stated)	-34.6%	15.0%	13.8%	3.6	-44.7%	3.5%	/	0.0%	-7.4%	-6.8%
Cc1ccc(C)c(NC(=O)C(OC(=O)c2ccc(CO)cc2)c2ccccc2)c1 (configuration not stated)	4.4%	4.3%	/	22.9	0.1%	-19.9%	15.1%	-0.5%	-27.3%	2.6%
Cc1cc(C(=O)Cn2nnc(-c3ccc(Cl)cc3)n2)c(C)n1-c1ccccc1	-23.3%	13.6%	9.7%	23.8	-5.2%[46.1 µM]	-28.8%	3.5%	-0.5%	1.3%	-1.4%
CC(C)c1ccc(N(CC(=O)NCCc2ccccc2)C(=O)c2csnn2)cc1	47.1%	8.4%	-5.3%	3.3	0.8%	21.4%	1.9%	-0.1%	0.3%	-2.4%
Cc1cc(C)n(-c2nc3ccccc3nc2Nc2ccc3[nH]c(=O)[nH]c3c2)n1	-16.2%	4.1%	6.4%	-1.1	8.8%	-16.8%	/	-0.4%	-20.2%	?
Cc1ccc(S(=O)(=O)N2CCN(C(=O)COC(=O)c3cnc(C)cn3)CC2)c(C)c1	4.8%	2.4%	/	6.1	-5.7%	-28.5%	14.9%	0.1%	-2.1%	1.3%

Hits appear at their usual frequency (roughly 3.8% active in at least one column).
